Source: PubChem (Broad Institute)
C2C12 statin = suppressors of simvastatin-induced myotoxicity in C2C12 myotubes. hit rate 0.78% among 330,000. AID 602340. rescue of ATP level, % at 7.49 µM. ATP luminescence, 48 h; scaled: DMSO 0, geranylgeraniol control 100;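 active = mean ATP rescue above about 67%, or every replicate alone reaching that limit, limit read from the data, passing the limit was not always enough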;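 note: myotubes were challenged with 10 µM simvastatin during compound exposure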
PGC1a acetyl inh = modulators of PGC1a acetylation; U2OS PGC1a acetylation, AlphaScreen anti-acetyl-lysine; with virally co-expressed GCN5 acetyltransferase; inhibition, % at 15.6 µM; hit rate 0.17% among 350,000; AID 651687;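 active = every replicate shows inhibition of at least 40%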;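 note: 0% = neutral control wells and 100% = positive control wells; some results beyond the cut were filed as inactive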
Cneo AK release = causes C. neoformans cell lysis; hit rate 0.2% among 360,000; adenylate kinase release luminescence, 4 h; normalised: neutral wells 0, clomiphene wells 100; lysis activity, % at 15 µM; AID 651654;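 active = mean lysis activity across replicates of at least 80%, whatever share of replicates individually reach that level; inactive = mean lysis activity below 80%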
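Assay system: log-phase C. neoformans yeast / Quantity: yeast cell density of 5 × 10^6 cells/mL / Medium: fresh YPD growth medium / Compound: single dose / Timing: static 4 h at 37 °C with compound, 1 h detection / Measured by: adenylate kinase release luminescence / Read-out: lysis from increased AK signal / Benchmarks: Clomiphene as positive lysis control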
Starred values were filed as active, the others as inactive; & = joins results of further samples. The list is partial (hit frequency here may not be typical).

SMILES | C2C12 statin | PGC1a acetyl inh | Cneo AK release
C=CCNC(=O)CN(c1ccc(OC)cc1OC)S(C)(=O)=O | 2 | 1 | -1
COc1ccc(CNCCNC(=O)c2ccco2)c(OC)c1OC | -1 | 0 | 0
Cc1ccc(Sc2ccc(NC(=O)c3ccc(S(C)(=O)=O)cc3Cl)cc2)cc1 | -25 | 3 | 1
c1ccc(CSc2ncn(-c3ccccc3)n2)cc1 | 3 | -8 | -5
Cc1ccc(-c2cc(N)n(Cc3ccc(Cl)cc3)n2)cc1 | 21 | 12 | 3
Cc1ccc(-n2c(C)cc(/C=N/NC(=O)c3ccc(CN4CCOCC4)cc3)c2C)cc1 | 0 | -3 | 15
O=C(NCCCN1CCCCC1)c1ccc2c(c1)NC(=O)C(N1CCOCC1)S2 (centres undefined) | 11 | 4 | 1
N#Cc1c2n(cnc1=O)CCCCC2 | -3 | -5 | -9
N#Cc1cc([N+](=O)[O-])cnc1NCC(O)CO (centres undefined) | 19 | -5 | -1
CCSc1nc2ccccc2[nH]1 | -12&1 | 5 | -1&-1
COc1ccc(-c2cc(NCc3ccccn3)n3ncnc3n2)cc1 | 30 | 11 | -1
Cc1ccccc1NC(=O)Cn1nc(-c2ccccc2)nc1-c1ccccc1 | 1 | -11 | 0
CCN(CC)CCCN1C(=O)C(=O)/C(=C(/O)c2ccc(C)cc2)C1c1ccccn1 (centres undefined) | 7 | -7 | 1
CCCC1C(c2ccc(OC)cc2)C(C#N)(C#N)C2(C#N)CC1(N)NC2=O (centres undefined) | 11 | 3 | 0
COc1ccc(C(=O)COc2ccc(F)cc2)c(O)c1C | -6 | -1 | 2
O=C(O)CCC(=O)c1cccc2ccccc12 | 12 | 4 | -2
CN(C)c1ccc(C(=O)OCC(=O)NC2CCCCC2)cc1 | -4 | 0 | 4
C/C(=N\NS(C)(=O)=O)c1ccccc1 | 9 | 24 | -1
COCC(=O)N(CCc1ccc(OC)cc1)Cc1nc2ccccc2c(=O)[nH]1 | -6 | -17 | -3
O=S(=O)(c1cccc(-c2csc(-c3cccnc3)n2)c1)N1CCCCC1 | -18 | -7 | 1
Cc1ccc(S(=O)(=O)c2c(C)cc(-c3ccccc3)[nH]c2=O)cc1 | -4 | -8 | 2
O=C1COc2ccc(C(=O)COC(=O)c3ccc4ccccc4n3)cc2N1 | 2 | -12 | 1
CCC(C)c1c(O)nc(SCC(=O)c2ccccc2)[nH]c1=O (centres undefined) | 0 | 7 | 2
CCCc1nc(NCc2ccccn2)c2nnn(Cc3ccccc3F)c2n1 | 4 | -3 | 0

Of the compounds above, two contain two or more sulfur atoms:
SMILES | C2C12 statin | PGC1a acetyl inh | Cneo AK release
Cc1ccc(Sc2ccc(NC(=O)c3ccc(S(C)(=O)=O)cc3Cl)cc2)cc1 | -25 | 3 | 1
O=S(=O)(c1cccc(-c2csc(-c3cccnc3)n2)c1)N1CCCCC1 | -18 | -7 | 1

Remaining list, next part:
SMILES | C2C12 statin | PGC1a acetyl inh | Cneo AK release
O=C(Cn1nnc(-c2ccccc2)n1)OCc1csc(-c2ccccc2)n1 | 2 | -10 | 1
CC(=O)N(C)c1ccc(N=C2C(=O)Nc3ccccc32)cc1 | -2 | -17 | -15
CCOc1ccc(OCC)c(NC(=O)C2C3C=CC(O3)C2C(=O)NCc2ccco2)c1 (centres undefined) | -5 | -2 | -1
CN1CCCC(OC(=O)CCCCC(=O)OC2CCCN(C)C2)C1 (centres undefined) | -8 | 17 | 50
Cc1cc(C)c2[nH]c(=O)c(C(c3nnnn3Cc3ccc4c(c3)OCO4)N3CCCC3)cc2c1 (centres undefined) | -7 | -27 | 4
COCCCNC(=O)Cn1nc(-c2ccc(C)cc2)ccc1=O | -20 | 3 | 0
O=C(NCc1ccc(Cl)cc1)c1cccnc1 | 19 | -18 | 1
O=C(CCC(=O)N(c1cccc(F)c1)C(C(=O)NC1CCCC1)c1ccncc1)Nc1cccnc1 (centres undefined) | -4 | 8 | 0
COC(=O)c1ccc(NC(=O)CN(C2CCCCC2)S(C)(=O)=O)cc1 | 4 | -8 | 1
CC(C)c1cc(C(F)(F)F)n2nc(C(=O)O)cc2n1 | -11 | 1 | 1
FC(F)(F)c1nnc2c(Sc3ccccc3)nc3ccc(Cl)cc3n12 | -30 | 15 | 4
COCCn1cnnc1SCC(=O)Nc1ccccc1C(=O)Nc1ccc2c(c1)OCO2 | -5 | 4 | 0
CCOc1ccc(Nc2nc(Cc3nnc(SCC(=O)NC4CCCCC4)n3C)cs2)cc1 | 2 | -8 | 1
O=C(Nc1cccc([N+](=O)[O-])c1)c1ccc(CSc2ccccc2)cc1 | -6 | -22 | 2
O=C1C=CC(=Nc2cccc3c2C(=O)c2ccccc2-3)O1 | 3 | -11 | 1
COc1ccc(S(=O)(=O)N(C)CC(=O)Nc2ccccc2SC)cc1Cl | -2 | -15 | -2
CCOC(=O)Cn1c(S(=O)(=O)Cc2ccc(Cl)cc2)nc(-c2ccccc2)c1-c1ccccc1 | 6 | -4 | 0
O=C(c1cccnc1)N1CCN(S(=O)(=O)c2ccc3ccccc3c2)CC1 | -6 | -24 | -6
Cc1ccc(C(=O)NN2CCOCC2)cc1 | 4 | 6 | 5
CCCNC(=O)NCc1ccc(N2CCCC2=O)cc1 | -8 | -5 | 1
CCc1ccc(NC(=O)N(C2CCCCC2)C(C)c2cccnc2)cc1 (centres undefined) | -18 | 10 | 12
COC(=O)c1ccc(COC(=O)C23CC4CC(CC(O)(C4)C2)C3)o1 | 1 | 6 | -1
CC/C(C)=N/Nc1nc2sc3c(c2c(=O)[nH]1)CC(C)(C)OC3 | 19 | -16 | -1
Cc1cc(C)nc(SCc2nnc(SCC(=O)Nc3ncc(C)s3)n2Cc2ccco2)n1 | -1 | 1 | 3
Cc1nc2c(Cl)cccc2[nH]1 | -3 | -10 | -1
Brc1ccc(-c2nnc(-c3ccccc3)c(N3CCSCC3)n2)cc1 | 6 | -8 | -2
COc1cccc(C(C(=O)NCc2ccco2)N(Cc2ccco2)C(=O)Cn2nnc3ccccc32)c1 (centres undefined) | 11 | -4 | -3
CC(C)(C)OC(=O)NCc1ccc(CNC(=O)c2[nH]cnc2C(=O)NC2CCN(C(=O)OC(C)(C)C)CC2)cc1 | 18 | -14 | 0
CSCC[C@H](NC(=O)OC(C)(C)C)C(=O)N/N=C/c1c(C)[nH]c(=O)[nH]c1=O | 26 | 0 | -1
CCOC(=O)c1cc(NC(=O)c2ccc(Cl)cc2)c(=O)oc1-c1ccccc1 | -17 | 1 | -1
COc1ccccc1-c1cc(C(=O)NCc2ccccc2)no1 | 34 | -32 | -1
O=C(Cc1ccccc1)Nc1nnc(-c2cccs2)s1 | 9 | 8 | -1
O=C(NCc1cccs1)c1ccncc1 | 3 | 1 | 2
O=C(Nc1cccc(C(F)(F)F)c1)c1n[nH]c(Cn2cncn2)n1 | -10 | -4 | -1
CCNc1nc(C)cc(COC)c1C#N | -13 | 3 | -3
Cc1[nH]nc2c1C(c1cccnc1)N(c1ccc(Br)cc1)C2=O (centres undefined) | 0 | 10 | 1

Arranged by molar mass (falling): some entries from above.
SMILES | C2C12 statin | PGC1a acetyl inh | Cneo AK release
COc1cccc(C(C(=O)NCc2ccco2)N(Cc2ccco2)C(=O)Cn2nnc3ccccc32)c1 (centres undefined) | 11 | -4 | -3
CSCC[C@H](NC(=O)OC(C)(C)C)C(=O)N/N=C/c1c(C)[nH]c(=O)[nH]c1=O | 26 | 0 | -1
Cc1[nH]nc2c1C(c1cccnc1)N(c1ccc(Br)cc1)C2=O (centres undefined) | 0 | 10 | 1
O=C(NCc1cccs1)c1ccncc1 | 3 | 1 | 2

Full records, quoted from the list. Screens in order: C2C12 statin | PGC1a acetyl inh | Cneo AK release
Record of `O=C(Cc1ccccc1)Nc1nnc(-c2cccs2)s1` : 9 | 8 | -1
Record of `O=C(NCc1cccs1)c1ccncc1` : 3 | 1 | 2
Record of `COc1ccccc1-c1cc(C(=O)NCc2ccccc2)no1` : 34 | -32 | -1
Record of `COc1cccc(C(C(=O)NCc2ccco2)N(Cc2ccco2)C(=O)Cn2nnc3ccccc32)c1` (centres undefined) : 11 | -4 | -3

More entries:
SMILES | C2C12 statin | PGC1a acetyl inh | Cneo AK release
O=c1cccc(-c2ccccc2)[nH]1 | -3 | -17 | 1
CCOc1ccccc1C(=O)OCC(=O)Nc1ccc(OC(F)F)cc1 | -5 | 1 | 0
O=C(CN1C(=O)c2ccccc2C1=O)N1CCN(c2ccccc2)CC1 | 8 | -4 | 2
CC(=O)Nc1ccc(S(=O)(=O)N2CCN(CC(=O)NC3CCCC3)CC2)cc1 | -11 | -4 | -1
FC(F)(F)c1cc(-c2ccccc2)nc(NCc2cccnc2)n1 | 11 | -20 | -1
CC1CN(C(=O)Cn2cnc3c2c(=O)n(C)c(=O)n3C)CC(C)O1 (centres undefined) | 12 | 7 | 5
COC(=O)c1cc(NC(=O)CC2SC(=Nc3ccccc3)N(CCc3c[nH]c4ccccc34)C2=O)cc(C(=O)OC)c1 (centres undefined) | -13 | -14 | 4
c1ccc2c(c1)CCN(c1nc3cc4c(cc3s1)OCCO4)C2 | -69 | 7 | -6
CCOC(=O)c1c(-c2cccs2)csc1NC(=O)c1ccco1 | 1 | 2 | -1
COc1cc(C)ccc1OCCOCCOc1c(C)cc(C)cc1Br | 9 | -4 | 8
CCOc1ccc(NC(=O)N2CCC(C(N)=O)(N3CCCCC3)CC2)cc1 | -6 | -2 | 0
CCc1ccc(-c2ccc(C(=O)O)cc2)nc1 | -8 | -3 | 2

The list goes on; it opens with the 2 that closed the last part.
SMILES | C2C12 statin | PGC1a acetyl inh | Cneo AK release
CCOc1ccc(NC(=O)N2CCC(C(N)=O)(N3CCCCC3)CC2)cc1 | -6 | -2 | 0
CCc1ccc(-c2ccc(C(=O)O)cc2)nc1 | -8 | -3 | 2
Cc1cn([C@@H](CCCCNC(=O)OC(C)(C)C)C(=O)NCCCCCCCCCCC(=O)N2CCN(C(=O)OC(C)(C)C)CC2)nn1 | -71 | 0 | 3
COc1ccc(OC)c(C2NC(=O)c3sc(=S)n(-c4ccccc4)c3N2)c1 (centres undefined) | 17 | 8 | -1
Cc1cc(C)nc(SCC(=O)Nc2ccc(S(=O)(=O)N3CCCCC3)cc2)n1 | 7 | -6 | 0
Cc1nn(-c2ccccc2)c(C)c1/C=N/O | -2 | 6 | 0
COc1ccc(OC)c(/C=C2\Oc3cc(OCC(=O)N4CCC[C@H]4C(=O)O)ccc3C2=O)c1 | 0 | -5 | -1
COc1ccc(NC(=O)CSc2nc3ncccc3[nH]2)cc1OC | 8 | 2 | 0
CCOC(=O)c1ccc(NC(=O)NCc2ccncc2)cc1 | 1 | 25 | -2
CCN(CC)C(=O)CSc1nnc(-c2ccco2)n1Cc1ccco1 | 4 | -10 | -2
O=C(Nc1nc2ccccc2n1Cc1ccccc1)c1ccco1 | 63 | -1 | -1
CCN(CC)S(=O)(=O)c1ccc(N=N/C(C(C)=O)=C(/C)O)cc1 | 11 | 6 | 0
Cc1ccc(-c2nnc(Nc3ccccc3)c3ccccc23)cc1S(=O)(=O)NCC1CCCO1 (centres undefined) | -13 | -120 | 2
c1ccc(COc2cccc(CN3CCN(c4ccccn4)CC3)c2)cc1 | -23 | -12 | 7
COc1ccc(-c2nnn(CC(=O)NC3CCCc4ccccc43)n2)cc1OC (centres undefined) | 38 | 5 | -2
CCC(C)C(NC(=O)C1CCC(C)CC1)C(=O)NCc1cccnc1 (centres undefined) | 8 | -55 | -2
COc1ccc(NC(=O)C(=O)N/N=C/c2cc(C)n(-c3cccc(Cl)c3Cl)c2C)c(OC)c1 | 42 | -3 | 0
O=C(NNC(=O)c1cc(O)c(O)c(O)c1)NC1CCCCC1 | 10 | 4 | -3
CCCOc1ccc(C(C)=O)cc1CC(C(=O)OCC)C(=O)OCC | 1 | -15 | -1
COc1ccc(N2C(=O)CSC23CCCCC3)cc1 | -36 | -3 | -2
COC(=O)c1sc(NC(=O)Cc2cccs2)nc1C | -9 | -2 | 1
CC(=O)NCCN=Cc1sc2ccccc2c1O | -12 | 10 | -2
